# TcdB inh – TcdB glycohydrolase inhibitors, primary screen, biochemical, single point, plate reader; Toxin B (Clostridioides difficile), P18177; TcdB glycohydrolase enzymatic assay; inhibition, % at 9.99 µM; 350,000 compounds, 0.24% hits; in the data active = inhibition above about 10%
# Active calls of the source: *; & = joins results of further samples. An excerpt, so the mix of outcomes need not match the whole.
molecule | TcdB inh
CCCN1[C@@H]2c3ccc(-c4ccccc4OC)c(=O)n3C[C@@H]2[C@@H](CO)[C@@H]1C(=O)N1CCCCC1 | -3.1
C[C@H](CO)N1C[C@H](C)[C@@H](CN(C)Cc2ccc(C(=O)O)cc2)Oc2ccc(N(C)C)cc2C1=O | -1.6
Cc1noc(C)c1S(=O)(=O)Nc1ccc2c(c1)CC(=O)N([C@@H](C)CO)C[C@H](C)[C@@H](CN(C)Cc1ccc3c(c1)OCO3)O2 | -0.4
CC(C)NC(=O)N(C)C[C@H]1OCCCC[C@@H](C)Oc2ccc(NC(=O)c3ccncc3)cc2C(=O)N([C@@H](C)CO)C[C@H]1C | 1.3
CN(C)C(=O)c1cccc(-c2cccc(-c3nc(C(=O)NCc4ccccc4)cc4c3[C@@H](CCO)N([S@](=O)C(C)(C)C)C4)c2)c1 | 0.9
O=C(NCC[C@H]1CC[C@@H](NC(=O)C2CC2)[C@H](CO)O1)Nc1ccc(Cl)cc1 | 0.0
C[C@H](CO)N1C[C@H](C)[C@H](CN(C)Cc2cccc(C(F)(F)F)c2)Oc2ncc(-c3cc4ccccc4o3)cc2C1=O | 0.4
C[C@H]1CN([C@@H](C)CO)C(=O)c2cc(NS(=O)(=O)c3cccs3)ccc2O[C@H]1CN(C)CC1CCCCC1 | 0.7
COCC(=O)N(C)C[C@@H]1Oc2cc(C#Cc3cccnc3)ccc2S(=O)(=O)N([C@H](C)CO)C[C@H]1C | 0.3
C[C@@H]1CCCCO[C@@H](CN(C)C(=O)CCC(F)(F)F)[C@H](C)CN([C@@H](C)CO)C(=O)c2cc(NC(=O)NC3CCCCC3)ccc2O1 | -0.4
CN(C)C(=O)C[C@H]1C=C[C@H](NC(=O)C2CC2)[C@H](CO)O1 | 0.8
COc1cccc(C(=O)Nc2ccc3c(c2)OC[C@@H](C)N(C)C[C@@H](C)[C@@H](OC)CN(C)C3=O)c1 | -1.7
Cc1cccc(S(=O)(=O)NC[C@H]2CC[C@@H]3NC[C@@H]3O2)c1 | 0.1
C[C@H]1CN([C@@H](C)CO)C(=O)c2cc(-c3ccc(F)cc3)cnc2O[C@@H]1CN(C)C(=O)Cc1ccccn1 | 0.1
CCNC(=O)C[C@@H]1CC[C@H]2[C@H](COc3ccc(NC(=O)c4ccc5c(c4)OCO5)cc3C(=O)N2C)O1 | -0.2
COc1ccc2c3c([nH]c2c1)[C@H](CO)N(S(C)(=O)=O)CC31CN(C(=O)c2ccncc2)C1 | 0.4
COc1cccc(-c2cnc3c(c2)C(=O)N([C@H](C)CO)C[C@H](C)[C@H](CN(C)Cc2ccc(C(=O)O)cc2)O3)c1 | -0.9
CC(=O)N1CCCCN2[C@H](C1)[C@H](c1ccc(C#Cc3ccccc3F)cc1)[C@@H]2CO | 0.4
Cc1noc(C)c1NC(=O)Nc1ccc2c(c1)C(=O)N([C@H](C)CO)C[C@H](C)[C@@H](CN(C)C(=O)c1ccccc1)OCCCC[C@H](C)O2 | -0.1
Cc1ccccc1S(=O)(=O)NCC[C@@H]1CC[C@@H](NC(=O)Nc2cccc(Cl)c2)[C@@H](CO)O1 | -1.8
C[C@H](CO)N1C[C@H](C)[C@H](CN(C)Cc2ccc(-c3ccccc3)cc2)Oc2c(NC(=O)NC3CCCCC3)cccc2C1=O | -0.5
COc1ccc(C(=O)Nc2ccc3c(c2)C(=O)N(C)C[C@@H](OC)[C@@H](C)CN(C(C)=O)[C@@H](C)CO3)cc1 | -2.2
CN(C)C(=O)c1ccc(-c2ccc([C@@H]3[C@@H](CO)N(S(C)(=O)=O)[C@H]3C#N)cc2)cc1 | -0.7
CN1CCN(C(=O)C[C@@H]2C=C[C@@H](NC(=O)Nc3ccccc3F)[C@@H](CO)O2)CC1 | -1.7
COc1ccc(CN(C)C[C@@H]2OCCCC[C@@H](C)Oc3ccc(NC(=O)C4CCCCC4)cc3C(=O)N([C@H](C)CO)C[C@H]2C)cc1 | -0.2
CCC(=O)N[C@H]1CC[C@@H](CCn2cc(-c3cccc(OC)c3)nn2)O[C@H]1CO | -1.0
COc1ccc(S(=O)(=O)N[C@@H]2CC[C@H](CC(=O)NCCc3ccncc3)O[C@@H]2CO)cc1 | 0.8
CN1C(=O)c2cc(NC(=O)Nc3ccc(Cl)cc3)ccc2OC[C@H]2O[C@H](CC(=O)NCCN3CCCCC3)CC[C@H]21 | 0.9
Cc1noc(C)c1NC(=O)N(C)C[C@H]1Oc2ccc(NC(=O)Nc3ccc(F)cc3)cc2CC(=O)N([C@H](C)CO)C[C@@H]1C | 0.4
O=C(C[C@@H]1C=C[C@H](NC(=O)c2ccc(F)cc2)[C@@H](CO)O1)NCc1ccncn1 | -2.6

# (continued)
molecule | TcdB inh
CC(C)NC(=O)Nc1ccc2c(c1)C(=O)N([C@H](C)CO)C[C@@H](C)[C@@H](CN(C)Cc1ccncc1)OCCCC[C@@H](C)O2 | -16
N#C[C@H]1[C@@H](c2ccc(-c3ccccc3F)cc2)[C@@H](CO)N1C(=O)C1CCOCC1 | -0.1
C[C@@H]1CN([C@@H](C)CO)C(=O)Cc2cc(NC(=O)Nc3ccc4c(c3)OCO4)ccc2O[C@@H]1CN(C)S(=O)(=O)c1ccc(F)cc1 | 0.9
N#C[C@H]1[C@H](c2ccccc2-c2ccc(F)cc2)[C@@H](CO)N1C(=O)NC1CCCCC1 | 0.3
O=C(C[C@H]1C=C[C@@H](NC(=O)C2CCOCC2)[C@@H](CO)O1)Nc1ccccc1 | -0.5
O=C(NCC1CC1)[C@H]1[C@H](CO)[C@H]2Cn3c(cccc3=O)[C@H]2N1C(=O)CC1CC1 | -2.4
CN1C(=O)c2cc(NC(=O)C3CCCCC3)ccc2OC[C@@H]2O[C@@H](CC(=O)NCC3CCCCC3)CC[C@@H]21 | -0.1
O=C(c1ccc(F)cc1)N1C[C@H]2[C@@H](c3ccccc31)[C@@H](CO)N2C(=O)c1ccccc1 | -0.9
C[C@H](CO)N1C[C@H](C)[C@@H](CN(C)S(=O)(=O)c2ccc(Cl)cc2)OCCCC[C@H](C)Oc2ccc(NS(C)(=O)=O)cc2C1=O | 2.0
CN1[C@@H]2Cn3c(ccc(C4=CCCCC4)c3=O)[C@H]1[C@@H](C(=O)NCc1cccc(F)c1)[C@@H]2CO | 2.2
Cc1ccc(-c2cnc3c(c2)C(=O)N([C@@H](C)CO)C[C@H](C)[C@H](CN(C)C)O3)cc1 | -0.1
C[C@@H]1CCCCO[C@H](CN(C)Cc2ccccc2)[C@H](C)CN([C@@H](C)CO)C(=O)c2cc(NC(=O)Nc3ccc(C(F)(F)F)cc3)ccc2O1 | 0.3
C[C@H]1CN([C@@H](C)CO)C(=O)c2cccc(NC(=O)c3cnccn3)c2O[C@H]1CN(C)C | 0.0
Cc1ccc(S(=O)(=O)N[C@H]2CC[C@@H](CC(=O)NCCc3ccncc3)O[C@@H]2CO)cc1 | -0.9
Cc1ccc(S(=O)(=O)N(C)C[C@H]2OCCCC[C@@H](C)Oc3ccc(NC(=O)c4ccncc4)cc3C(=O)N([C@@H](C)CO)C[C@H]2C)cc1 | -0.9
CCS(=O)(=O)Nc1ccc2c(c1)C(=O)N(C)[C@@H]1CC[C@@H](CC(=O)N3CCCCC3)O[C@H]1CO2 | -0.1
C[C@@H]1CCCCO[C@@H](CN(C)C(=O)Nc2ccccc2)[C@H](C)CN([C@H](C)CO)C(=O)c2cc(NC(=O)CCCN(C)C)ccc2O1 | -0.1
CC(=O)N1CC[C@H]2[C@@H]1c1cc(-c3cccc(F)c3)ccc1N(C)[C@H]2CO | 1.3
C[C@@H]1CN([C@@H](C)CO)C(=O)c2cc(NS(C)(=O)=O)ccc2O[C@H]1CN(C)C(=O)Nc1ccccc1 | -2.7
C[C@@H]1CN([C@H](C)CO)C(=O)c2ccccc2-c2ccccc2CO[C@@H]1CN(C)Cc1ccc(O)cc1 | 1.4
CCNC(=O)[C@@H]1[C@@H](CO)[C@@H]2Cn3c(ccc(-c4ccc(F)cc4)c3=O)[C@H]1N2Cc1ccccc1F | 0.9
C[C@H](CO)N1C[C@H](C)[C@@H](CN(C)C)Oc2cc(-c3cccc(C#N)c3)ccc2S1(=O)=O | 0.9
COc1ccc(S(=O)(=O)N(C)C[C@@H]2Oc3ccc(NC(=O)C4CCCCC4)cc3CC(=O)N([C@H](C)CO)C[C@H]2C)cc1 | 1.3
C[C@@H]1CN([C@@H](C)CO)C(=O)Cc2cc(NC(=O)CCCN(C)C)ccc2O[C@@H]1CN(C)Cc1ccc(Oc2ccccc2)cc1 | 1.0
CN1c2ccc(-c3cccc(C#N)c3)cc2[C@@H]2[C@@H](CCN2C(=O)C2CCCC2)[C@@H]1CO | -2.6
Cc1ccc(S(=O)(=O)Nc2ccc3c(c2)CC(=O)N([C@@H](C)CO)C[C@@H](C)[C@H](CN(C)C(=O)Nc2c(C)noc2C)O3)cc1 | 2.7
CC(C)NC(=O)Nc1ccc2c(c1)C(=O)N([C@@H](C)CO)C[C@@H](C)[C@@H](CN(C)Cc1ccc(-c3ccccc3)cc1)O2 | 0.3
C[C@@H]1CN([C@H](C)CO)C(=O)c2cccc(NC(=O)c3cnccn3)c2O[C@@H]1CN(C)Cc1ccccc1 | -5.6
CN1C(=O)c2cc(NC(=O)Nc3ccccc3Cl)ccc2OC[C@@H]2O[C@H](CC(=O)NCCCN3CCOCC3)CC[C@@H]21 | 0.5
Cc1noc(C)c1NC(=O)N(C)C[C@H]1OCCCC[C@@H](C)Oc2ccc(NC(=O)NC3CCCCC3)cc2C(=O)N([C@@H](C)CO)C[C@H]1C | -0.2

# Seven compounds out of the list, sorted by molecular weight, lowest first:
molecule | TcdB inh
CC(=O)N1CC[C@H]2[C@@H]1c1cc(-c3cccc(F)c3)ccc1N(C)[C@H]2CO | 1.3
Cc1ccc(-c2cnc3c(c2)C(=O)N([C@@H](C)CO)C[C@H](C)[C@H](CN(C)C)O3)cc1 | -0.1
N#C[C@H]1[C@H](c2ccccc2-c2ccc(F)cc2)[C@@H](CO)N1C(=O)NC1CCCCC1 | 0.3
O=C(c1ccc(F)cc1)N1C[C@H]2[C@@H](c3ccccc31)[C@@H](CO)N2C(=O)c1ccccc1 | -0.9
CCNC(=O)[C@@H]1[C@@H](CO)[C@@H]2Cn3c(ccc(-c4ccc(F)cc4)c3=O)[C@H]1N2Cc1ccccc1F | 0.9
CC(C)NC(=O)Nc1ccc2c(c1)C(=O)N([C@H](C)CO)C[C@@H](C)[C@@H](CN(C)Cc1ccncc1)OCCCC[C@@H](C)O2 | -16
C[C@@H]1CN([C@@H](C)CO)C(=O)Cc2cc(NC(=O)CCCN(C)C)ccc2O[C@@H]1CN(C)Cc1ccc(Oc2ccccc2)cc1 | 1.0

# Next part.
structure | TcdB inh
Cc1ccccc1S(=O)(=O)N[C@H]1CC[C@@H](CCn2cc(Cc3ccccc3)nn2)O[C@@H]1CO | 1.0
CCCC#Cc1cnc2c(c1)C(=O)N([C@@H](C)CO)C[C@@H](C)[C@@H](CN(C)C(=O)c1ccc3c(c1)OCO3)O2 | -0.9
CN1C(=O)c2cc(NC(=O)C3CCCCC3)ccc2OC[C@@H]2O[C@H](CC(=O)NCc3ccccc3F)CC[C@@H]21 | -0.3
C[C@@H]1CCCCO[C@H](CN(C)C(=O)NC2CCCCC2)[C@H](C)CN([C@@H](C)CO)C(=O)c2cc(NC(=O)Nc3ccc(F)cc3)ccc2O1 | -0.2
O=C(Cc1ccccc1)N1CCCCN2[C@H](CO)[C@H](c3ccc(C#Cc4ccccc4)cc3)[C@H]2C1 | -7.6
CO[C@@H]1CN(C)C(=O)c2cccc(C#N)c2OCC[C@@H]2CC[C@@H](OC)[C@@H](CN(C)C(=O)[C@H]1C)O2 | -0.5
O=C(Nc1ccccc1)N1C[C@@H]2N[C@H](C1)C2c1ccc(-c2ccccc2)cc1 (stereo not given in full) | -0.1&-0.3
O=C(c1cccc(F)c1)N1C[C@H]2[C@@H](c3ccccc31)[C@H](CO)N2C(=O)c1ccc(F)cc1 | 0.7
O=C(NCC1CC1)[C@@H]1[C@@H](CO)[C@@H]2Cn3c(ccc(-c4ccccc4)c3=O)[C@@H]2N1Cc1cocn1 | 0.8
C[C@H]1CN([C@@H](C)CO)C(=O)c2cc(N(C)C)ccc2O[C@@H]1CN(C)S(=O)(=O)c1ccc(Cl)cc1 | -1.8
CO[C@H]1CN(C)C(=O)c2cc(NC(=O)C3CCC3)ccc2OC[C@H](C)NC[C@@H]1C | -1.3
O=C(NCc1ccccc1)[C@@H]1c2ccccc2C(=O)N(CC23CC4CC(CC(C4)C2)C3)[C@H]1c1ccc(CO)cc1 | 0.1
CCCN(C)C[C@H]1Oc2cc(/C=C/c3ccccc3)ccc2S(=O)(=O)N([C@H](C)CO)C[C@@H]1C | -0.6
COC(=O)C(CC#Cc1ccc2c(c1)[C@]1(C(=O)N2)[C@H](c2ccccc2OCCO)N2[C@H](c3ccccc3)[C@H](c3ccccc3)OC(=O)[C@H]2[C@@H]1C(=O)N1CCc2cc(OC)c(OC)cc2C1)C(=O)OC | 0.9
O=C(C[C@H]1CC[C@H]2[C@@H](COC[C@@H](O)CN2Cc2cccc(C(F)(F)F)c2)O1)NCCc1ccccc1 | -4.5
Cc1ccc(-c2ccc3c(c2)O[C@@H](CN(C)Cc2ccncc2)[C@@H](C)CN([C@H](C)CO)S3(=O)=O)cc1 | 0.5
CO[C@@H]1CN(C)C(=O)c2ccc(NC(=O)C3CC3)cc2OC[C@H](C)N(C(=O)Cc2ccccn2)C[C@@H]1C | -1.0
CC(=O)N1[C@@H]2Cn3c(cccc3=O)[C@H]1[C@@H](C(=O)NC1CCCC1)[C@@H]2CO | -0.5
C[C@@H]1CN([C@@H](C)CO)C(=O)c2cc(NC(=O)NC3CCCCC3)ccc2O[C@@H](C)CCCCO[C@@H]1CN(C)Cc1ccc2c(c1)OCO2 | 2.1
C[C@@H]1CN([C@@H](C)CO)C(=O)c2c(c3ccccc3n2C)-c2ccccc2CO[C@@H]1CN(C)C(=O)CCC(F)(F)F | 0.6

# Bioassay records: PubChem BioAssay, Broad Institute
